OX1R antag-1: OX1R (HCRTR1) antagonists, primary screen, fluorescence, CHO/OX1R cells, Fluo-8 calcium, orexin A; Orexin/Hypocretin receptor type 1 (Homo sapiens), O43613; Fluo-8 calcium fluorescence; inhibition, % at 5 µM; 330,000 tested, 0.43% active; AID 434989, 2010;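 active = inhibition above its plate's threshold, mean inhibition of all tested compounds on the plate plus 3 SD, cut at about 37% in these data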;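 note: 0% = orexin A challenge wells and 100% = SB-334867-A antagonist wells; not every result past the cut was called active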
Target sequence (O43613 whole entry, looked up): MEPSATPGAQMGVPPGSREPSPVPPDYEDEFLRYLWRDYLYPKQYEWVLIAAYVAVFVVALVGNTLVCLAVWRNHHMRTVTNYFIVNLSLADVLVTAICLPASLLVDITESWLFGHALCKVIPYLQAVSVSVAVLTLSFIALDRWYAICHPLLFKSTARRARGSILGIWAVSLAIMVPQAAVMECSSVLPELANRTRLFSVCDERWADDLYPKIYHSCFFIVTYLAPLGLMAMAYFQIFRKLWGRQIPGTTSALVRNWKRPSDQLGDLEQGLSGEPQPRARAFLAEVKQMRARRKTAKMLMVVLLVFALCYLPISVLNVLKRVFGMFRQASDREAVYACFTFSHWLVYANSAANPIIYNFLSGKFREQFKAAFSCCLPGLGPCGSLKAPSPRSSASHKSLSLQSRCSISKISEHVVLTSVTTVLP
OX1R antag-2: antagonists of human orexin 1 receptor (OX1R); Orexin/Hypocretin receptor type 1 (Homo sapiens), O43613; OX1R-expressing cells, FRET antagonist read-out; inhibition, % at 6.6 µM; 330,000 tested, 1.8% active; AID 485270, 2010; in the data active = inhibition mostly above about 38%, no sharp cut-off; inactive = mostly below about 40%;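 note: 0% = agonist challenge alone and 100% = reference antagonist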
An asterisk follows results filed as active.

SMILES	OX1R antag-1	OX1R antag-2
Cc1ccc(NC(=O)c2cnccn2)cc1S(=O)(=O)N(C)C	-6	5
COc1ccc(/C=N/NC(=O)c2ccn[nH]2)cc1COc1ccc(Cl)cc1	-11	19
O=C(/C=C/c1ccc(O)cc1)c1c(O)cc(O)cc1O	7	5
Cc1cc(N/N=C/c2ccc([N+](=O)[O-])o2)nc2ccccc12	25	42*
C[C@H](CO)N1C[C@H](C)[C@@H](CN(C)C(=O)NC2CCCCC2)Oc2c(NC(=O)Nc3ccc(C(F)(F)F)cc3)cccc2C1=O	-24	-2
c1ccc(CCC2CCCCN2Cc2nc(C3CC3)no2)cc1 (centres undefined)	-27	16
Cc1oc2ncnc(N)c2c1C	-9	6
Cc1cccc(N=C2NN=C(c3ccc4c(c3)OCCO4)CS2)c1	27	22
Cc1ccc(CC2SC(N=C(N)N)=NC2=O)cc1 (centres undefined)	-9	4
c1ccc(Nc2n[nH]nc2-c2ccccc2)cc1	-9	27
CC(C)Oc1ccc(/C(O)=C2/C(=O)C(=O)N(CCN3CCNCC3)C2c2ccc(C(C)C)cc2)cc1 (centres undefined)	-8	1
CCOC(=O)N1CCN(C(=O)CSc2nc(=O)n3cccc(C)c3n2)CC1	-5	12
CCc1ccc(NC(=O)CCNS(=O)(=O)c2cccc3nsnc23)cc1	-10	11
CCC(Sc1ncccc1C(=O)OC(C)C)C(=O)N1CCOCC1 (centres undefined)	-9	10
Oc1ccc(C[C@H]2CNCCN2CCc2cc(C(F)(F)F)cc(C(F)(F)F)c2)cc1	-18	16
Cc1cc(C)c2c(N=NN3CCCCC3)[nH]nc2n1	-14	11
COC(=O)[C@]1(Cc2ccccc2)N[C@H](CN(C)S(=O)(=O)c2ccc(OC)cc2)[C@@H]2C(=O)N(C)C(=O)[C@@H]21	-19	4
Cc1noc(C)c1COc1ccc(C(=O)OCC(=O)Nc2cccc(S(=O)(=O)N3CCOCC3)c2)cc1	-3	18
O=C(O)/C(=C\c1cccc(O)c1)c1ccc(S(=O)(=O)N2CCCC2)s1	-23	5
CC(C)NC(=O)c1cc2n(n1)C(C(F)(F)F)CC(c1ccco1)N2 (centres undefined)	-10	6
O=C(CSc1cccc(C(F)(F)F)c1)Nc1ccc(Cl)cc1Cl	-36	9
C[n+]1c2n(c3ccccc31)N=C(c1ccc(-c3ccccc3)cc1)CS2	10	38
COc1ccc(C(=O)OCC(=O)NC(=O)Nc2ccccc2F)c(OC)c1	0	5
CC(C)(C)C(=O)N1N=C(c2cccc(NS(C)(=O)=O)c2)CC1c1cccs1 (centres undefined)	-3	2
NC(=O)C1CC12c1ccccc1-c1ccccc12 (centres undefined)	-14	15
O=C(COc1ccc(Br)cc1)N1CCOCC1	-6	2
COc1ccccc1N1C(=O)c2ccccc2NC1c1ccncc1 (centres undefined)	-30	6
COc1ccc(NC(C)=O)cc1S(=O)(=O)NCCc1ccccn1	-25	5
Cc1ccc(N)cc1O	-11	38*
COc1cccc(C2CC(C(F)(F)F)n3ncc(C(=O)O)c3N2)c1 (centres undefined)	-29	9
CCN(c1ccc(C)c(C)c1)S(=O)(=O)c1c(C)[nH]c(=O)[nH]c1=O	8	8
C=C(C)[C@@H](O)COc1c2ccoc2cc2oc(=O)ccc12	5	12
CCOC(=O)CCC(=O)Nc1cccc([N+](=O)[O-])c1	2	34
CN(C)c1ccc(/C=N/N=C/c2ccccc2O)cc1	-2	18
CC(NC(=O)CN1CCN(c2ccc(Cl)cc2)CC1)c1ccccc1 (centres undefined)	-26	-2
COc1ccccc1/C(C)=N/Oc1cc(N)cc([N+](=O)[O-])c1	2	15
CN1CCC(OC(=O)C23CCC(C)(C(=O)O2)C3(C)C)CC1 (centres undefined)	6	10
Cc1ccc(S(=O)(=O)N(C)CC(=O)OCC(=O)c2c(N)n(C)c(=O)n(C)c2=O)cc1	-21	11
Cc1cc(C)c(S(=O)(=O)c2ccccc2C)c(OCC(C)(C)C)n1	-10	7
CN(CCC1CCCCO1)C(=O)CCc1nnc(C2CCCCC2)o1 (centres undefined)	-9	16
CCN(C(=O)COC(=O)C1CCN(S(=O)(=O)c2cccs2)CC1)c1ccccc1	-25	21
CCCCN(CCCC)CC(O)CN1C(=O)NC(C)(C)C1=O (centres undefined)	-11	13
Cc1cc(N/C(=N\S(=O)(=O)c2ccc(Cl)cc2)c2ccc(F)cc2)no1	-17	15
COCCSc1ccccc1C(=O)N1CCCC1	-11	7
O=C(CCNC(=O)c1ccco1)Nc1ccccc1N1CCOCC1	-1	8
Oc1ccc2ccccc2c1C1Nc2cccc3cccc(c23)N1	-26	15
O=C(O)CCCNc1ccc(S(=O)(=O)Nc2ccccc2C(=O)O)cc1C(=O)O	-10	12
O=C(NNC(=O)c1ccc2c(=O)n3c(nc2c1)CCC3)c1ccc(F)cc1	-9	6
COC(=O)c1cn(NC(=O)Cn2nc([N+](=O)[O-])c(Cl)c2C)c(=O)c2ccccc12	-7	10
CCOc1ccc(CNC(=O)C(=O)c2cn(CC(=O)N3CCOCC3)c3ccccc23)cc1OC	-37	16
(continued)
SMILES	OX1R antag-1	OX1R antag-2
CC(CCc1ccccc1)C(=O)NO (centres undefined)	-5	1
CCCc1nnc(NC(=O)c2cc(OC)cc(OC)c2)s1	-39	11
NC(=O)COc1ccc(/C=N\NC(=O)c2ccc(-c3ccccc3)cc2)cc1	-7	8
Cc1ccc(CNC(=O)CCS(=O)(=O)c2cccc3nonc23)cc1	-26	43
Cc1c(C2N3CC4(C)CN2CC(C)(C3)C4=O)c2ccccc2n1C (centres undefined)	-10	9
Cc1nn(-c2ccccc2)nc1CNC(=O)CC(C)(C)C	-15	5
COc1ccc(C(=O)NC(=S)Nc2ccccc2F)cc1	-16	8
COc1cc(Cl)c(C)cc1NC(=O)COc1ccccc1[N+](=O)[O-]	-29	23
O=C(Nc1ccc(N2C(=O)C3C4C=CC(C4)C3C2=O)cc1)Nc1nncs1 (centres undefined)	0	-1
CCCc1nnc(NC(=O)COc2ccc3c(c2)OCO3)s1	-8	20
O=C(NCC1CCCO1)C(c1ccc(F)cc1)N(CC1CCCO1)C(=O)c1ccc(-c2ccccc2)[nH]1 (centres undefined)	-38	8
COc1ccc(-c2cc(=O)oc3c(C)c(OC(C)C(C)=O)ccc23)cc1 (centres undefined)	-19	7
Cc1ccc(CN(CC(=O)NC2CCCC2)C(=O)CSc2nnc(COc3ccccc3)o2)cc1	-20	6
O=C1CCN(Cc2ccc([N+](=O)[O-])cc2)CCN1CCO	2	22
Cc1cc(NS(=O)(=O)c2ccc(NC(=O)c3ccco3)cc2)no1	-11	18
Cc1ccc(-c2ccc(/C=N\NC(=O)c3cc4c(ccc5ccccc54)o3)o2)cc1[N+](=O)[O-]	-5	12
CCCNc1c(N)c(=O)oc2ccccc12	-20	6
CCC(C)NC(=O)c1cc(CC(C)C)on1 (centres undefined)	-9	1
O=C(NCCCN1CCOCC1)/C(=C/c1ccc(F)cc1)NC(=O)c1ccccc1	1	20
CSCCNC(=O)c1ccc(C(C)(C)C)cc1	-16	15

Reformatted with values under each structure: 18 of the compounds above
The line under a structure holds: OX1R antag-1	OX1R antag-2
- CCCc1nnc(NC(=O)c2cc(OC)cc(OC)c2)s1
    -39	11
- NC(=O)COc1ccc(/C=N\NC(=O)c2ccc(-c3ccccc3)cc2)cc1
    -7	8
- Cc1ccc(CNC(=O)CCS(=O)(=O)c2cccc3nonc23)cc1
    -26	43
- Cc1c(C2N3CC4(C)CN2CC(C)(C3)C4=O)c2ccccc2n1C (centres undefined)
    -10	9
- Cc1nn(-c2ccccc2)nc1CNC(=O)CC(C)(C)C
    -15	5
- COc1ccc(C(=O)NC(=S)Nc2ccccc2F)cc1
    -16	8
- COc1cc(Cl)c(C)cc1NC(=O)COc1ccccc1[N+](=O)[O-]
    -29	23
- O=C(Nc1ccc(N2C(=O)C3C4C=CC(C4)C3C2=O)cc1)Nc1nncs1 (centres undefined)
    0	-1
- CCCc1nnc(NC(=O)COc2ccc3c(c2)OCO3)s1
    -8	20
- O=C(NCC1CCCO1)C(c1ccc(F)cc1)N(CC1CCCO1)C(=O)c1ccc(-c2ccccc2)[nH]1 (centres undefined)
    -38	8
- COc1ccc(-c2cc(=O)oc3c(C)c(OC(C)C(C)=O)ccc23)cc1 (centres undefined)
    -19	7
- Cc1ccc(CN(CC(=O)NC2CCCC2)C(=O)CSc2nnc(COc3ccccc3)o2)cc1
    -20	6
- O=C1CCN(Cc2ccc([N+](=O)[O-])cc2)CCN1CCO
    2	22
- Cc1cc(NS(=O)(=O)c2ccc(NC(=O)c3ccco3)cc2)no1
    -11	18
- Cc1ccc(-c2ccc(/C=N\NC(=O)c3cc4c(ccc5ccccc54)o3)o2)cc1[N+](=O)[O-]
    -5	12
- CCCNc1c(N)c(=O)oc2ccccc12
    -20	6
- CCC(C)NC(=O)c1cc(CC(C)C)on1 (centres undefined)
    -9	1
- O=C(NCCCN1CCOCC1)/C(=C/c1ccc(F)cc1)NC(=O)c1ccccc1
    1	20

Later entries:
SMILES	OX1R antag-1	OX1R antag-2
C/C(=N\Nc1c([N+](=O)[O-])c(C)nn1C)c1ccc(F)cc1F	-11	12
O=C(NCc1ccc(F)cc1)C1CCN(S(=O)(=O)c2ccc(Br)s2)CC1	-17	9
CCN(CC)S(=O)(=O)c1ccc(OC)c(NC(=S)Nc2cc(C)ccc2C)c1	-9	-14
CCOc1ccc(N(C(=O)c2cnccn2)C(C(=O)NC2CCCCC2)c2ccc(O)cc2)cc1 (centres undefined)	-21	-2
CCn1c(COC(=O)CNC(=O)c2ccccc2F)nc2cc(S(=O)(=O)N(C)C)ccc21	-6	2
COc1ccc(NC(=O)/C(=C/c2cccnc2)NC(=O)c2cccs2)cc1	-1	12
CCCCCc1nnc(NC(=O)CS(=O)(=O)Cc2ccccc2)s1	-8	7
COC(=O)[C@@]1(Cc2ccc(OC)cc2)[C@H]2c3cc(C(=O)N(C)C)n(Cc4c(CO)[nH]cc(C)c4=O)c3C[C@H]2CN1C(=O)c1ccccc1	23	19
O=C(CCc1nnc(C2(c3ccc(Cl)cc3)CCC2)o1)N1CCCC(O)C1 (centres undefined)	-5	11
CC1=C(C(=O)NCCN2CCN(C)CC2)C2(CCC(C)CC2)OC1=O (centres undefined)	-4	14
Cn1[nH]c(C(F)(F)F)cc1=O	11	9
CC1(C)CC(NC(=O)C(Cl)(Cl)Cl)CC(C)(C)N1	-8	6
Cc1ccc(C(C)NC(=O)CSc2ccc(S(=O)(=O)N3CCOCC3)cn2)cc1C (centres undefined)	-22	3
NC(=O)c1ccsc1NC(=O)c1coc2ccccc2c1=O	-23	22
O=C(NCCN1CCOCC1)C(=O)NCC1OCCN1S(=O)(=O)c1cc(F)ccc1F (centres undefined)	-7	4
CCc1ccccc1NC(=O)CNC(=O)c1n[nH]c(=O)c2ccccc12	-13	0
O=C(O)CSC1c2ccccc2C(=O)N1c1ccccc1 (centres undefined)	-10	25
CCC(CC)C(=O)Nc1ccc(C(=O)Nc2cc(C)on2)cc1	-12	18
O=C(CNC(=O)c1ccccc1F)OCC(=O)c1c[nH]c2ccccc12	-1	3
COCCCNS(=O)(=O)c1ccc(SC)cc1	-10	20

A second format for 2 compounds above:
COCCSc1ccccc1C(=O)N1CCCC1
  OX1R antag-1 = -11 | OX1R antag-2 = 7
O=C(CCNC(=O)c1ccco1)Nc1ccccc1N1CCOCC1
  OX1R antag-1 = -1 | OX1R antag-2 = 8

Remaining list, next part
SMILES	OX1R antag-1	OX1R antag-2
OCC1(CCOc2ccccc2)CCN(Cc2ccccc2OC(F)F)CC1	-21	0
Cc1ccc(CONS(=O)(=O)c2cc(C)ccc2C)cc1	7	7
C=CCN1C(=O)C(CC(=O)O)SC1=Nc1c(C)n(C)n(-c2ccccc2)c1=O (centres undefined)	12	10
Cc1nc(SCc2nc3ccc(C(F)(F)F)cc3[nH]2)c2oc3ccccc3c2n1	-10	34
O=C(CCCNS(=O)(=O)c1ccccc1)NCc1ccco1	-12	9
CCCCSC1=C(C#N)C(c2ccccc2C)C(C(=O)OCC)C(=O)N1 (centres undefined)	-22	16
c1ccc(Cn2c(SCCN3CCOCC3)nnc2-c2cccnc2)cc1	-6	17
CCCCc1nc(SCCOC)c2c(=O)n(C)c(=O)n(C)c2n1	-34	3
FC(F)(F)c1cnc2c(c1)[nH]c(=S)n2-c1ccc(Cl)cc1	9	15
CN(CC(=O)Nc1cccc(F)c1)CC(=O)N(C)CC(=O)Nc1ccccc1Br	-37	6
CCCCOc1[nH]c2nc(-c3ccco3)n(Cc3ccco3)c(=N)c2c1C#N	-13	31
CCn1c(COc2ccccc2)nc2ccccc21	-6	24
CCOC(=O)C1CCN(C(=O)c2cccnc2Oc2ccc(Cl)cc2)CC1	-15	7
CCC1(C)CC(CCN(Cc2ccco2)C(C)=O)(c2ccccc2)CCO1 (centres undefined)	-28	27
CCc1cccc(C)c1NC(=O)CC1Oc2ccc(C)cc2NC1=O (centres undefined)	-22	6
Cc1cccc(-n2c(CNC(=O)c3ccc(S(=O)(=O)N4CCCC4)cc3)n[nH]c2=S)c1	-13	1
CN1C2C=C3C(C#N)=C(N)C(C#N)(C#N)[C@H](c4c(F)cccc4F)[C@H]3C1CC2 (some centres undefined)	4	11
O=C(Cn1c(=O)n(-c2cccc(C(F)(F)F)c2)c(=O)c2sccc21)NCC1CCCO1 (centres undefined)	-10	16
CCc1ccc(OCC(=O)N(C)CCC#N)c(Br)c1	0	-3
CC1(C)CC(=O)C(C=NCCCO)=C(O)C1	0	10
Cc1ccc(-c2nc3cccnc3s2)cc1NS(=O)(=O)c1ccc2c(c1)CCCC2	-36	9
O=C(NC1CCN(Cc2ccccc2Cl)CC1)c1ccccc1	-9	-5
CCc1nc(-n2[nH]c(=O)c3ccccc3c2=O)c2c3c(sc2n1)CCCC3	-25	9
